Vif imaging: blocks HIV Vif function; HEK293T cells, Vif self-association by quenched fluorescence, imaging, 24 h; inhibition, % at 7.49 µM; hit rate 0.35% among 340,000; AID 602346; in the data active = inhibition above about 50%, passing the limit was not always enough; also: some results filed as inactive read as strong as hits
H9c2 protect: protects H9c2 cardiomyocytes from peroxide injury; H2O2 injury protection, ATPLite, 2 h; hit rate 0.63% among 360,000; protection from H2O2 cell death, % at 20 µM;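 active = compounds giving at least 50% protection of heart cells from peroxide-induced death in the single-dose screen, raw or plate-pattern-corrected value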;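 also: 0% = DMSO wells with peroxide and 100% = DMSO wells without peroxide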
aDG glyco act: alpha-DG glycosylation activation; AID 624168; activation, % at 10 µM; hit rate 0.22% among 360,000; Pro5-aDG cells, alpha-DG glycosylation AlphaScreen (IIH6); 0% Pro5, 100% B10-LARGE cell signal;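 active = activation of at least 8% versus controls, or a plate z-score of at least 8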;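 also: Pro5 are CHO cells carrying HIG-tagged alpha-DG that lacks glycosylation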
HTR2A ag: activates the mouse 5-HT2A serotonin receptor | CHO-K1 mHTR2A beta-arrestin complementation, luminescence; percent of 30 µM serotonin response | hit rate 0.66% among 360,000 | activation, % at 7.6 µM | AID 624169;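 active = activation above a run cutoff, the mean activation of all tested compounds plus 3 SD, cut at about 14% in these data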;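 also: 0% = plate median of compound wells and 100% = 30 µM serotonin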
Target sequence (P35363 whole entry, looked up): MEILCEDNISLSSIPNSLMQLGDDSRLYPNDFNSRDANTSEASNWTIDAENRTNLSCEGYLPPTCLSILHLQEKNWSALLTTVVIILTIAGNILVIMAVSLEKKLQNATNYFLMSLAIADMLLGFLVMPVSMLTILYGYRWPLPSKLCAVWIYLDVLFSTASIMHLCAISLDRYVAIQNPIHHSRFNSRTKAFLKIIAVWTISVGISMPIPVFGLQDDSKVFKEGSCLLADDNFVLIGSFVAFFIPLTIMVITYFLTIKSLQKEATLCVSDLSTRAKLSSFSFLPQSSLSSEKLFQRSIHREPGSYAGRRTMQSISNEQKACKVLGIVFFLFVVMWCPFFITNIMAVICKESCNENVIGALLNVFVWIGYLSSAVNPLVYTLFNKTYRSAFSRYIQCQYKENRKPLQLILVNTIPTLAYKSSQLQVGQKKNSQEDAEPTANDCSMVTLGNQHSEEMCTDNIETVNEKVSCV
CaV13 ICDI inh: Primary screen for inhibitors of IQ motif and Ca2+-dependent inactivation inhibitor domain binding in CACNA1D, Förster resonance energy transfer in living cells, … | HEK cells, CFP/YFP FRET ICDI-IQ, plate reader, 10 min; percent FRET-ratio fall versus neutral wells | inhibition, % at 12.3 µM | hit rate 0.098% among 340,000 | AID 743397;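 active = mean replicate inhibition of at least 30% and at least 1% of replicates passing that level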;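 also: 0% = median of the neutral control wells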
Glyco luc inh: blocks N-linked glycosylation in D54 reporter cells | D54 ERlucT glycosylation luciferase reporter, 24 h; percent of 100 nM tunicamycin response | reporter increase, % at 12.5 µM | hit rate 0.23% among 360,000;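 active = mean luciferase reporter signal, scaled so untreated is 0 and the glycosylation-blocking control 100, at or above a set limit in every replicate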;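 also: luciferase carries N-glycosylation sites so blocking glycosylation raises the light; 0% = median of neutral control wells and 100% = median of 100 nM tunicamycin wells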
Granule exo inh: blocks lytic granule exocytosis; hit rate 0.66% among 360,000; AID 651702; inhibition, % at 10 µM; TALL-104 LAMP-1 surface exposure, flow cytometry; cells stimulated with thapsigargin and PMA;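 active = inhibition above about 55%, limit read from the data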
ABCB6 inh MLPCN: blocks the human ABCB6 transporter. Q9NP58. K562-ABCB6 porphyrin accumulation, flow cytometry, 1 h; stronger effect = lower value. fluorescence ratio to DMSO, % at 10 µM. hit rate 0.19% among 360,000. AID 602162;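 active = fluorescence ratio to DMSO below 75%, the collection mean minus 3 SD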;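 also: signal is porphyrin accumulated inside mitochondria; 100% equals median channel fluorescence of DMSO control wells; lower ratio means ABCB6 inhibition with less porphyrin fluorescence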
iPSC survival up: enhancers of human iPSC single-cell survival; hiPSC single-cell survival, ATPlite luminescence; 100% = ROCK inhibitor wells, 0% = DMSO; survival enhancement, % at 20 µM; hit rate 0.044% among 360,000; in the data active = survival enhancement above about 18%;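 also: cells exposed to compounds for 16 hours before the ATP read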
PDI turbidity: inhibitors of human protein disulfide isomerase; PDI insulin aggregation turbidity, A650, 90 min; hit rate 0.052% among 350,000; P07237; inhibition, % at 10 µM; AID 588391;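 active = mean inhibition across replicates of 30% or more, whatever share of single replicates reach that level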;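 also: absorbance from insulin aggregation driven by PDI reduction with DTT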
Target sequence (P07237 whole entry, looked up): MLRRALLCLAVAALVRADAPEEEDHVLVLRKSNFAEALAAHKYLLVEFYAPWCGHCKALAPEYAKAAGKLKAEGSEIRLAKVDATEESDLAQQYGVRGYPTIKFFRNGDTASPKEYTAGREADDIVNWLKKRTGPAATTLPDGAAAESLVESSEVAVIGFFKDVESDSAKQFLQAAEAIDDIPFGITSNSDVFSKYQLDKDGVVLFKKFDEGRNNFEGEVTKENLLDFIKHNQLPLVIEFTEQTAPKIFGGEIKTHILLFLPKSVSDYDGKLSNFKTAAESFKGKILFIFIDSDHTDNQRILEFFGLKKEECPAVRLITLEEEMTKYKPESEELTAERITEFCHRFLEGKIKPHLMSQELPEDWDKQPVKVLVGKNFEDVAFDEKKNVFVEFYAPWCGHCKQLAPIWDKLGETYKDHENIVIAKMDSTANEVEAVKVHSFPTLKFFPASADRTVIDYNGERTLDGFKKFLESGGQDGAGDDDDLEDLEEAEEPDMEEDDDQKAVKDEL
* hit, by the source's call; · = no result given.

#1 CCSc1nnc(NC(=O)C2CSC3(C)CCC(=O)N23)s1 (configuration not stated)
#2 O=C(O)CCn1ccc2cc(S(=O)(=O)N3CCCCCC3)ccc21
#3 Cc1ccc(OCCN2CCOCC2)cc1C
#4 Cc1cc(/C=N\NC(=O)CC(=O)NC2CCCCC2)c(C)n1-c1ccc(Cl)c(Cl)c1
#5 Cc1ccccc1NC(=O)c1c([N+](=O)[O-])cnn1C
#6 Cc1ccccc1Nc1cccc2nonc12
#7 Cc1onc(-c2c(F)cccc2Cl)c1C(=O)N1CCOC12CCCCC2
#8 COC(=O)C1=C(N)Oc2cc(C)n(CC3CCCO3)c(=O)c2C1c1ccc(Cl)cc1 (configuration not stated)
screen / no.	1	2	3	4	5	6	7	8
Vif imaging	2	-2	-2	6	6	-7	1	-1
H9c2 protect	2	1	-1	5	0	-7	-1	0
aDG glyco act	-0.2	-0.2	0.1	0.7	-0.1	-0.3	-0.3	0.6
HTR2A ag	0	6	-6	1	1	2	2	6
CaV13 ICDI inh	-2	-2	-20	-3	-3	-39	-8	·
Glyco luc inh	1	3	1	-3	1	-1	-3	7
Granule exo inh	1	0	-5	0	4	-3	-2	0
ABCB6 inh MLPCN	97	96	92	101	95	98	98	90
iPSC survival up	0.1	0.1	-0.2	1.6	-0.8	-2.2	3.8	-2.8
PDI turbidity	-5	1	-1	1	1	3	10	7

#9 Cc1cccn2c(CNC3CCCc4ccccc43)c(C(=O)N3CCOCC3)nc12 (configuration not stated)
#10 CCCNC(=O)c1cc(C2CCCCN2S(C)(=O)=O)on1 (configuration not stated)
#11 CCCNC(=O)C1(C)CCN(C(=O)Cc2ccc3ccccc3c2)C1 (configuration not stated)
#12 Cc1ccc2c(Cl)cc(Cl)c(OCC(=O)N(C(C)C)C(C)C)c2n1
#13 C=Cc1ccc(C2=CC(=O)C[C@H](c3ccc(OC)cc3)C2)cc1
#14 CC(C)CN(CC(C)C)C(=O)C12CCC(C)(C(=O)C1)C2(C)C (configuration not stated)
#15 Cc1ccc(S(=O)(=O)NCC(=O)OCC(=O)c2ccc(Cl)s2)cc1
#16 Cc1ccc2nc3c(c(Nc4ccc(O)cc4)c2c1)CCC3
screen / no.	9	10	11	12	13	14	15	16
Vif imaging	4	16	·	0	-3	-5	2	·
H9c2 protect	-1	3	-8	-16	-4	1	-1	-10
aDG glyco act	0.1	-0.2	-0.1	0.1	0.4	0.0	-0.1	0.4
HTR2A ag	1	3	5	4	2	0	0	-9
CaV13 ICDI inh	4	-11	-3	-7	-11	-3	-10	-4
Glyco luc inh	1	3	6	-2	1	1	1	13
Granule exo inh	-1	7	-2	22	20	-3	0	61*
ABCB6 inh MLPCN	103	111	100	101	100	100	95	94
iPSC survival up	0.5	-0.8	-1.0	-0.4	-1.1	0.6	-0.3	1.0
PDI turbidity	2	4	15	-1	2	5	19	6

Continued; it opens with the four that closed the last part.
#13 C=Cc1ccc(C2=CC(=O)C[C@H](c3ccc(OC)cc3)C2)cc1
#14 CC(C)CN(CC(C)C)C(=O)C12CCC(C)(C(=O)C1)C2(C)C (configuration not stated)
#15 Cc1ccc(S(=O)(=O)NCC(=O)OCC(=O)c2ccc(Cl)s2)cc1
#16 Cc1ccc2nc3c(c(Nc4ccc(O)cc4)c2c1)CCC3
#17 O=C(COc1cccnc1[N+](=O)[O-])NCc1ccc2c(c1)OCO2
#18 C/C(=N\Nc1ccc(C(=O)O)cc1)c1ccc2c(c1)Nc1ccccc1S2
#19 N#CCC(=O)Nc1ccc(C(=O)OCc2ccccc2Oc2ccccc2)cc1
#20 N#C/C(=C/c1ccco1)C(N)=S
#21 CCOC(=O)c1sc(=NC(=O)c2ccc(S(=O)(=O)N3CC(C)OC(C)C3)cc2)n(C)c1C (configuration not stated)
#22 C/C(CC(=O)NC1CCCC1)=N\NC(=O)Cc1cccs1
#23 COc1cc(C(C(=O)NC2CCCCC2)N(C(=O)c2cnccn2)c2ccccc2)cc(OC)c1OC (configuration not stated)
#24 CC1CCCN(C/C(O)=C(\C#N)c2nc3ccccc3[nH]2)C1 (configuration not stated)
screen / no.	13	14	15	16	17	18	19	20	21	22	23	24
Vif imaging	-3	-5	2	·	2	-2	3	-1	-3	-6	1	-2
H9c2 protect	-4	1	-1	-10	4	-11	-9	4	-2	5	2	6
aDG glyco act	0.4	0.0	-0.1	0.4	-0.1	0.2	-0.1	0.0	0.2	0.2	-0.1	0.1
HTR2A ag	2	0	0	-9	-1	1	-6	1	4	-3	-3	9
CaV13 ICDI inh	-11	-3	-10	-4	-6	-5	-5	-14	-11	-11	-4	-1
Glyco luc inh	1	1	1	13	-2	0	-1	1	-1	-1	1	2
Granule exo inh	20	-3	0	61*	1	1	32	-3	-2	-2	-8	6
ABCB6 inh MLPCN	100	100	95	94	104	104	91	99	99	106	103	104
iPSC survival up	-1.1	0.6	-0.3	1.0	-0.8	-0.5	0.4	1.2	1.3	-3.1	-0.4	-1.6
PDI turbidity	2	5	19	6	-5	-3	-1	4	7	2	14	-11

#25 O=C(NCCc1ccc(Cl)cc1)C(=O)c1c[nH]c2ccccc12
#26 CCN(CC)C(=O)CSc1nc2ccccc2c(=O)n1-c1cccc(OC)c1
#27 Cc1ccc(C)c(NC(=O)C(=O)NCCc2c[nH]c3ccccc23)c1
#28 O=C(CC1Nc2ccccc2NC1=O)NC1CCCCC1 (configuration not stated)
#29 CC1CC(C)CN(S(=O)(=O)c2ccc3c(c2)CC(C)N3C(=O)C2CCC2)C1 (configuration not stated)
#30 COCCn1c(SCC(=O)NCc2ccc3c(c2)OCO3)nnc1C(C)C
#31 Cc1ccc(Cl)cc1N1CCN(C(=O)C2CCN(S(C)(=O)=O)CC2)CC1
#32 Cc1ccc(/C=C/C(=O)NN2CCN(C)CC2)cc1
screen / no.	25	26	27	28	29	30	31	32
Vif imaging	-7	6	0	-6	-4	-6	-9	-1
H9c2 protect	-2	9	-5	5	-10	-1	-4	4
aDG glyco act	0.0	-0.1	0.1	0.1	0.2	0.0	-0.2	-0.2
HTR2A ag	-3	0	-1	-5	2	1	0	-4
CaV13 ICDI inh	-5	-6	-6	-9	-7	-7	6	·
Glyco luc inh	1	-1	2	11	-4	-1	-2	1
Granule exo inh	6	4	-2	-4	1	3	0	-4
ABCB6 inh MLPCN	97	100	95	131	102	102	101	101
iPSC survival up	-0.1	-1.1	-0.1	-0.4	-0.3	0.4	0.0	-0.4
PDI turbidity	-6	-3	2	0	8	4	-3	1

#33 CC(SC(=S)N1CCCC1)C(=O)O (configuration not stated)
#34 CN(CC(=O)Nc1sccc1C#N)S(=O)(=O)c1ccc(F)cc1
#35 O=C(NCC1CC1)NC(=O)c1ccccc1F
#36 COC(=O)[C@@H]1C[C@H]2CC[C@H](O)C[C@H]2N1Cc1ccccc1OC(=O)c1cccs1
#37 COc1ccccc1NC(=S)NNC(=O)c1nn(C)c(C)c1Br
#38 COc1ccc(OC)c(C2=NOC(C(=O)N3CCN(c4ccccc4)CC3)C2)c1 (configuration not stated)
#39 COc1cccc(-c2nc(CS(=O)(=O)CC(=O)NCCc3ccccc3)c(C)o2)c1
#40 COC(=O)c1ccc(NC(=O)CSc2nnc(-c3ccccc3Br)n2-c2ccccc2)cc1
screen / no.	33	34	35	36	37	38	39	40
Vif imaging	-7	2	-5	-2	19	2	2	0
H9c2 protect	4	2	0	0	-4	-3	-5	-4
aDG glyco act	0.1	-0.2	-0.4	0.1	0.1	0.1	0.1	0.0
HTR2A ag	1	5	1	-3	-1	-2	3	8
CaV13 ICDI inh	-4	-7	-4	-5	-4	-3	-7	5
Glyco luc inh	2	-1	0	0	3	-3	2	-5
Granule exo inh	-1	3	5	-12	-2	-1	0	-3
ABCB6 inh MLPCN	98	92	98	99	94	107	104	104
iPSC survival up	-1.2	0.9	0.1	2.3	-0.6	2.2	0.4	0.1
PDI turbidity	-11	-1	·	3	4	·	11	3

Rewritten with bars between the fields: entries from further up
# | smiles | Vif imaging | H9c2 protect | aDG glyco act | HTR2A ag | CaV13 ICDI inh | Glyco luc inh | Granule exo inh | ABCB6 inh MLPCN | iPSC survival up | PDI turbidity
33 | CC(SC(=S)N1CCCC1)C(=O)O (configuration not stated) | -7 | 4 | 0.1 | 1 | -4 | 2 | -1 | 98 | -1.2 | -11
34 | CN(CC(=O)Nc1sccc1C#N)S(=O)(=O)c1ccc(F)cc1 | 2 | 2 | -0.2 | 5 | -7 | -1 | 3 | 92 | 0.9 | -1

The list goes on:
#41 COc1ccc(CCNC(=O)CSc2c[nH]c3ccccc23)cc1OC
#42 O=C(O)/C=C(/c1ccccc1)C(F)(F)F
#43 c1ccc(OCc2nn3c(Cn4nnc5ccccc54)nnc3s2)cc1
#44 COc1ccc(CNc2nc3c(c(=O)[nH]c(=O)n3C)n2Cc2ccccc2C)cc1
#45 CC(C(=O)NCCc1ccccc1)N1c2cccc3cccc(c23)S1(=O)=O (configuration not stated)
#46 Cc1nc(C(=O)NCc2ccccc2)sc1C1(C)CC(c2ccccc2)=NO1 (configuration not stated)
#47 COc1ccc(C(=O)NCC2CCCN2S(=O)(=O)c2ccccc2)cc1OC (configuration not stated)
#48 CCC(Sc1nnc(C)s1)C(=O)Nc1nccs1 (configuration not stated)
screen / no.	41	42	43	44	45	46	47	48
Vif imaging	-4	-3	-6	5	-4	4	7	12
H9c2 protect	0	9	-5	3	1	-12	1	2
aDG glyco act	0.1	0.0	0.7	-0.2	0.2	-0.1	0.1	-0.2
HTR2A ag	5	-2	-4	-7	0	-7	0	1
CaV13 ICDI inh	-10	-5	-3	-7	-5	-10	-15	-4
Glyco luc inh	-2	3	0	4	-2	-6	1	0
Granule exo inh	-2	-2	0	-2	4	-3	1	-1
ABCB6 inh MLPCN	100	95	101	99	101	93	101	104
iPSC survival up	7.7	0.0	-1.2	-1.0	-0.5	-0.8	2.9	1.3
PDI turbidity	·	12	-6	-6	3	5	-1	1

#49 CCCOC(=O)CCc1n[nH]c(=O)[nH]c1=O
#50 CN(Cc1ccccc1)S(=O)(=O)c1ccc(Cl)c(C(=O)O)c1
#51 CCOC(=O)c1c(NC(=O)c2ccco2)sc(C(=O)N2CCCC2)c1C
#52 CCOC(=O)N1CCC(NC(=O)c2cc(S(=O)(=O)NCCc3ccccc3)ccc2F)CC1
#53 CCOC(=O)NCc1cc(-c2nn(C)c(=O)c3ccccc23)ccc1C
#54 COc1ccc(CC(=O)OCC(=O)Nc2cccc(Cl)c2)cc1
screen / no.	49	50	51	52	53	54
Vif imaging	-4	-7	-4	-3	-3	-1
H9c2 protect	4	6	9	-6	-12	3
aDG glyco act	0.1	-0.1	0.5	0.7	0.6	0.1
HTR2A ag	3	6	1	9	-3	0
CaV13 ICDI inh	-6	-5	0	-3	-5	-11
Glyco luc inh	1	2	-2	-2	2	2
Granule exo inh	0	-3	2	0	0	3
ABCB6 inh MLPCN	91	94	89	81	96	104
iPSC survival up	-1.4	-0.4	0.1	-1.4	-0.6	-0.4
PDI turbidity	-6	-7	-4	-2	1	2

3 entries out of the list above, arranged by the number in HTR2A ag, rising.
entry	structure	Vif imaging	aDG glyco act	HTR2A ag	CaV13 ICDI inh	Glyco luc inh	Granule exo inh	ABCB6 inh MLPCN	PDI turbidity
54	COc1ccc(CC(=O)OCC(=O)Nc2cccc(Cl)c2)cc1	-1	0.1	0	-11	2	3	104	2
49	CCCOC(=O)CCc1n[nH]c(=O)[nH]c1=O	-4	0.1	3	-6	1	0	91	-6
50	CN(Cc1ccccc1)S(=O)(=O)c1ccc(Cl)c(C(=O)O)c1	-7	-0.1	6	-5	2	-3	94	-7

High-throughput results from PubChem BioAssay.
